Source: PubChem BioAssay
PERK inhibitor: human PERK inhibition, primary cell-based screen; Q9NZJ5; CHO PERK-DD fusion, SEAP luminescence translation reporter; inhibition, % at 5.6 µM; hit rate 0.17% among 220,000; AID 1416;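 active = inhibition above the mean inhibition of all tested compounds plus 3 SD, set separately per screening campaign, cut at about 2.9% in these data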;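 also: PERK kinase domain activated by AP20187 dimerizer at 100 nM; 0% = DMSO with dimerizer and 100% = rapamycin at 8.4 µM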
Wee1 stabilizer: human Wee1 degradation inhibition, primary screen | P30291 | HeLa Luc-Wee1K328M stability, luciferase luminescence; 100% = proteasome inhibitor MG132 effect | reporter increase, % at 5 µM | hit rate 1.2% among 220,000 | AID 1321;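 active = activation above the mean of all tested compounds plus 3 SD, set per screening run, cut at about 8.8% in these data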;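 also: cells exposed to compound for 20 h before luminescence read; 0% = DMSO alone and 100% = MG132 at 30 µM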
Ba/F3 V617F tox: loss of viability in JAK2V617F-driven Ba/F3 cells | inhibition, % at 5.6 µM | hit rate 1.1% among 220,000 | Ba/F3 EpoR-JAK2V617F viability, ATP luminescence;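 active = inhibition above the campaign mean plus 3 SD over all tested compounds, cut at about 24% in these data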;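 also: cytokine-independent growth of Ba/F3 cells driven by EpoR plus mutant JAK2; 0% = DMSO-treated cells and 100% = JAK inhibitor I control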
eIF4E-4G inh: inhibitors of eIF4E and eIF4G interaction in translation initiation | P63073+Q04637 | inhibition, % at 21.7 µM | hit rate 0.37% among 220,000 | TR-FRET eIF4E-eIF4GI(517-606) binding, 2 h;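 active = inhibition above about 30%, limit read from the data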;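 also: 0% = full FRET control wells and 100% = background wells lacking eIF4GI fragment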
NPY2 pot ag: human NPY-Y2 potentiation or agonism, primary screen; P49146; cells expressing NPY-Y2, potentiator/agonist read-out; activation, % at 3.6 µM; hit rate 0.45% among 220,000; in the data active = activation above about 27%;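 also: cells stimulated with NPY near EC25 plus isoproterenol at EC100; 0% = vehicle plus submaximal agonist and 100% = vehicle plus saturating agonist; some results beyond the cut were filed as inactive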
Target sequence (P49146 whole entry, looked up): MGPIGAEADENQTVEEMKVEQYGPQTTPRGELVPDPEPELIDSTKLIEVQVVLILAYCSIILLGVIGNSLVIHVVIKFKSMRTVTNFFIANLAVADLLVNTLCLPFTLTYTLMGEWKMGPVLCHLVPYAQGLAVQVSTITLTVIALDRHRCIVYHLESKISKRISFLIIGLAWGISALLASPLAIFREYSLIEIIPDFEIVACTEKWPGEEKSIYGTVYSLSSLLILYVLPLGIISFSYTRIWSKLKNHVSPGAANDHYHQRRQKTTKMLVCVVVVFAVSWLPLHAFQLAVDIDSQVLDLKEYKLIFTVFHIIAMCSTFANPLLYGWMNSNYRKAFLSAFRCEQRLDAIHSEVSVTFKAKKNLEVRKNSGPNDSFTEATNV
Mdm2 ligase inh: inhibitors of human Mdm2 E3 ubiquitin ligase | Q00987 | cell-based MDM2 ubiquitination luciferase reporter, 2 h; 0 = plate control, 100 = twice control, blank-subtracted | signal enhancement, % at 5 µM | hit rate 0.11% among 210,000 | AID 1230;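 active = signal enhancement of 30% or more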;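 also: luminescence tracks abundance of the self-degrading MDM2-luciferase fusion protein; higher signal means inhibition of MDM2 E3 ligase activity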
Target sequence (Q00987 whole entry, looked up, the tested form may be a part): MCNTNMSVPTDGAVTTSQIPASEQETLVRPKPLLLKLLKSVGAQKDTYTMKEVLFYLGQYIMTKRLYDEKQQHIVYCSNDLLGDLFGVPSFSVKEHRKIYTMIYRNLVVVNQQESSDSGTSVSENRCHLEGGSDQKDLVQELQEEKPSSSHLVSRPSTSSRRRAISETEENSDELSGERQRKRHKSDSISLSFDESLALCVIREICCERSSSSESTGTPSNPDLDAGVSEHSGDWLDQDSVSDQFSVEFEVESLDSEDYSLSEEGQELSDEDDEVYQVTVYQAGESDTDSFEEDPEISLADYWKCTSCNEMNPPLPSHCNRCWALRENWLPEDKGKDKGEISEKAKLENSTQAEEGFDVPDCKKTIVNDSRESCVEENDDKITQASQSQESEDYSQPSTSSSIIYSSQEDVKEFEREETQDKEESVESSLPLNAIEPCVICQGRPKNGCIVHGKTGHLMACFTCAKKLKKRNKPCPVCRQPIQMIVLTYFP
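System: stable MDM2–luciferase fusion reporter cells / Input: 2000 cells seeded into each well / Schedule: 4 h settle plus 2 h compound, 37 °C / Compound: single-point 5 µM / Buffer or medium: cells held in DMEM / Benchmarks: control and blank well means / Evaluation: percent signal gain over controls, blank-subtracted / Measured by: luciferase luminescence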
S1P4 agonist: human S1P4 receptor agonism. AID 1509. activation, % at 4.98 µM. S1P4-expressing cell line, agonist reporter assay. hit rate 0.35% among 220,000; in the data active = activation above about 11%;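 also: 0% = DMSO vehicle and 100% = reference agonist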
BaF3 tox: counter-screen for JAK2V617F inhibitors: parental Ba/F3 viability inhibitors; AID 1486; inhibition, % at 5.6 µM; hit rate 1.1% among 220,000; CellTiter-Glo ATP luminescence;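 active = inhibition above a per-campaign cutoff, the mean inhibition of all tested compounds plus 3 SD, cut at about 27% in these data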;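 also: 0% = DMSO wells and 100% = JAK Inhibitor I control wells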
S1P4 antag: antagonists of human S1P4 receptor; S1P4-expressing cells, antagonist mode, reporter read-out; inhibition, % at 4.98 µM; hit rate 0.26% among 220,000; AID 1510; in the data active = inhibition above about 29%;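 also: 0% = wells stimulated with agonist and 100% = vehicle wells without agonist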
* hit, by the source's call; . = not tested or not shown; [ ] = another dose, or the depositor's remark.

Values in the order: PERK inhibitor | Wee1 stabilizer | Ba/F3 V617F tox | eIF4E-4G inh | NPY2 pot ag | Mdm2 ligase inh | S1P4 agonist | BaF3 tox | S1P4 antag
O=C(O)CSc1ccc(NC(=O)Nc2ccccc2F)cc1
  0.1 | 2 | 8 | -8 | -14 | -21 | -0.1 | 5 | -1
O=S(=O)(Nc1ccc(N2CCCCC2)cc1)c1ccc(F)cc1F
  1.0 | 1 | 2 | 6 | -6 | -7 | 1.3 | 5 | -10
N#Cc1c(/N=C/c2ccccc2)oc(-c2ccccc2)c1-c1ccccc1
  -0.3 | 2 | 3 | 5[fluorescence artefact?] | -2 | -2 | 0.4 | 5 | -13
O=C(N/N=C/c1ccco1)C1COc2ccccc2O1 (stereo not drawn)
  0.7 | -2 | 2 | 2 | 13 | -13 | 1.1 | 5 | -19
CC(OC(=O)Cc1coc2cc3c(cc12)CCC3)C(=O)NCc1ccc2c(c1)OCO2 (stereo not drawn)
  0.2 | -1 | 3 | -1 | -13 | -5 | 2.0 | 9 | -2
CC(C)(C)SCCNS(=O)(=O)c1ccc(Cl)cc1
  0.9 | 3 | -3 | -2 | 10 | -11 | -1.0 | -2 | 13
CCCCCCCCN1C(=O)N(C)C(N(O)C(=O)NC)C1(C)C (stereo not drawn)
  0.3 | 6 | -3 | -2[fluorescence artefact?] | -27 | 9 | -0.5 | -1 | 5
CCO[C@H]1OC(C(=O)N2CCN(Cc3ccc4c(c3)OCO4)CC2)=C[C@@H](c2ccc3c(c2)OCO3)[C@@H]1CCCO
  0.6 | 0 | -2 | -1 | -11 | . | 0.2 | 0 | 11
O=S(=O)(Nc1cccc(-c2cn3cccnc3n2)c1)c1ccc(F)cc1
  0.3 | 2 | -3 | -3 | -2 | 3 | 1.5 | 2 | -13
CCC1=NN(C(=O)Cc2ccc([N+](=O)[O-])cc2)C(O)(c2ccc(Br)cc2)C1 (stereo not drawn)
  -0.3 | 2 | -2 | 13 | 5 | -2 | 0.2 | 3 | -8
CCN(CC)Cc1oc(CO)cc(=O)c1O
  -0.9 | -2 | 2 | 18 | 0 | -10 | 3.3 | 5 | -23
O=C(c1ccncc1)c1nccn1-c1ccccn1
  0.3 | 2 | 1 | -10 | 9 | -9 | -0.4 | -1 | -18
Cc1nn(Cc2c(F)cccc2Cl)c(C)c1[N+](=O)[O-]
  0.6 | 2 | 8 | 6 | -15 | -10 | 0.4 | 11 | -7
N#C/C(=C\c1cc([N+](=O)[O-])ccc1Cl)C(N)=O
  -0.2 | 2 | 2 | 0 | 2 | 9 | 0.7 | 10 | -3
CCOC(=O)c1ccc(NC(=O)c2ccccc2)cc1
  -1.0 | -1 | 0 | 13 | -2 | -6 | -2.7 | 1 | 0
Nc1ncnc2nc(N3CCN(C(=O)c4ccccc4)CC3)[nH]c12
  0.5 | -2 | -1 | 3 | -8 | -7 | 1.0 | 3 | -11
O=c1c2[nH]c3ccccc3c2ncn1C1CCCCC1
  -0.7 | 3 | -1 | -5 | 0 | -2 | -2.4 | 6 | 2
Cn1c(C2CC(=O)N(Cc3ccccc3)C2)nc2ccccc21 (stereo not drawn)
  -0.2 | -2 | 2 | 1 | -4 | -8 | 0.3 | 9 | -2
CCOC(=O)c1sc(NNC(=O)c2ccc(F)cc2)nc1C
  0.3 | -1 | -1 | 1 | 2 | -5 | -0.7 | -2 | -10
CCN(C(=O)COC(=O)c1nn(-c2ccccc2)c(=O)c2ccccc12)C1CCS(=O)(=O)C1 (stereo not drawn)
  0.3 | -2 | -3 | -3 | 5 | . | -0.4 | -5 | -12
O=C(OC1CCN(c2ncc(C(F)(F)F)cc2Cl)CC1)c1ccc(Cl)cc1
  1.1 | -2 | -1 | 8 | 1 | 9 | 1.4 | 2 | -5
CC(=O)Nc1ccc(S(=O)(=O)N(C)CCOCc2ccccc2)cc1
  -1.2 | 1 | 6 | -14 | -3 | -72 | 2.3 | 43* | -25
COc1cc(CC(=O)O)ccc1OCc1ccccc1
  0.4 | -1 | -4 | 2 | 10 | 3 | -0.2 | 0 | 11
CCOc1ccc(S(=O)(=O)Nc2cc(Sc3ncn[nH]3)c3oc(=O)sc3c2)cc1
  1.8 | 2 | 0 | -2 | -11 | -17 | 2.7 | 7 | -2
CCCCN(C(=O)NC(=O)C1=C(N2CCOCC2)/C(=C/c2ccccc2)CC1)S(C)(=O)=O
  0.5 | 0 | -4 | 2[fluorescence artefact?] | 6 | -14 | -0.2 | 2 | 0
O=C(N/N=C/c1ccc([N+](=O)[O-])cc1)c1cc(-c2ccc3c(c2)OCO3)n[nH]1
  1.0 | 1 | -8 | -5 | -8 | -10 | 0.8 | 0 | -5
O=C(c1cc2ccccc2o1)N(C1CC1)C1(C(=O)Nc2ccccc2)CCCC1
  -0.1 | 0 | 3 | 3 | -12 | -4 | 5.2 | 6 | 15
Cn1c(=O)[nH]c(=O)c2cc(C(=O)c3cc(F)ccc3O)cnc21
  -0.6 | 10* | 4 | 4 | 2 | -13 | 0.4 | 0 | -2
O=C(CN1C(=O)C2CC=CCC2C1=O)Nc1nc2ccccc2s1 (stereo not drawn)
  -0.3 | 2 | -2 | 4 | 2 | -9 | -0.4 | 1 | -47
COC(=O)c1cc(-c2cccs2)[nH]n1
  1.4 | -1 | -1 | -2 | 7 | -6 | 0.2 | 6 | -11
CC(C)NC(=O)CSc1nnc(-c2ccc3ncccc3c2)n1C
  0.1 | -4 | -2 | 0 | -16 | -8 | 0.5 | 1 | -8
CC(=O)c1cccc2c(O)c(C3=Nc4ccccc4C3=O)[nH]c12
  0.3 | 1 | 0 | 5 | -11 | -57 | -1.0 | 1 | 6
Cc1nc2ccccn2c1/C(O)=C1\C(=O)C(=O)N(CCCn2ccnc2)C1c1ccncc1 (stereo not drawn)
  0.1 | -2 | -3 | 9 | 2 | -3 | -1.3 | 5 | 1
O=C(N/N=C\c1cccnc1)c1cc(-c2ccc(Cl)s2)[nH]n1
  -0.2 | 1 | -2 | 12 | 4 | -16 | 1.0 | 2 | -22
FC(F)(F)c1cccc(Cc2noc(CN3CCCC(OCc4ccccn4)C3)n2)c1 (stereo not drawn)
  0.3 | 1 | -2 | 2 | -5 | 4 | 0.0 | 3 | -11
CC1(C)C([N+](=O)[O-])C(c2ccc(F)cc2)NC(c2ccc(F)cc2)C1[N+](=O)[O-] (stereo not drawn)
  0.4 | 0 | 5 | 5 | -14 | -10 | -1.1 | -5 | 12
CC(C)(C)n1ncc2c(=O)n(CC(=O)Nc3ccc4c(c3)OCO4)cnc21
  0.8 | -4 | -4 | -4 | 7 | 11 | -1.3 | 1 | -5
CS(=O)(=O)N1CCC(C(=O)Nc2cc(Cl)ccc2Cl)CC1
  0.0 | 1 | 6 | 2 | -6 | -10 | 0.9 | 11 | -10
Cc1ccc(OC(=O)c2oc3ccc(F)cc3c2C)c(C)c1
  0.4 | -1 | -3 | 6 | 3 | -17 | 1.4 | 4 | -5
O=C(Nc1cccc(Cl)c1)c1cc(N=Nc2ccc([N+](=O)[O-])cc2Cl)ccc1O
  -0.5 | -1 | -1 | 33* | 12 | -14 | 0.0 | 4 | -15
Cc1cc(C)n(-c2nc(Nc3ccccc3C)nc(-n3nc(C)cc3C)n2)n1
  -0.9 | -2 | -1 | -3[fluorescence artefact?] | 5 | -15 | 0.0 | -3 | 3
O=[N+]([O-])/C(C(Cl)=C(Cl)Cl)=C(\Nc1ccc(F)cc1)n1cncn1
  0.3 | 5 | -3 | -7[fluorescence artefact?] | 8 | -14 | -1.5 | 6 | -10
CCOC(=O)CCCNS(=O)(=O)c1c(C)ccc2nsnc12
  0.4 | -1 | 4 | 0[fluorescence artefact?] | -5 | -9 | -0.7 | 8 | 2
COc1ccc(CCNC(=O)C(=O)NCc2ccccn2)cc1
  0.7 | -1 | 3 | 3 | 0 | -15 | 0.6 | 4 | -17
Cc1ccc(S(=O)(=O)n2[nH]c(=O)cc2N)cc1
  0.1 | -3 | 4 | 0 | -10 | . | 0.2 | -2 | 0
Cc1cccc(OCCCC(=O)Nc2ccc3c(c2)OCO3)c1
  0.0 | -4 | 5 | -4 | -37 | -9 | -1.3 | 3 | 5
CC(C)(CCl)C(=O)Nc1ccc(Sc2ccc(F)cc2)cc1
  0.5 | 0 | -2 | 5 | -23 | -21 | -0.5 | 3 | 11
CC(=O)Nc1c(O)nc(SCc2ccc(Cl)cc2)[nH]c1=O
  1.3 | 0 | -3 | -3 | 4 | -6 | -0.1 | 3 | -9
CCn1cc[n+](C)c1P(c1ccccc1)c1ccccc1
  1.1 | -2 | -1 | -3 | 22 | -15 | -0.4 | 6 | -5
CC(O)(CS(=O)(=O)Cc1ccc(Cl)cc1)C(=O)Nc1cccc(C(F)(F)F)c1 (stereo not drawn)
  0.0 | 1 | -2 | -8 | 27 | -15 | -3.1 | 6 | -18
CCN1C(=O)/C(=C2\C=Cc3cc(C)ccc3N2CC)OC1=S
  0.7 | 1 | -3 | -12[fluorescence artefact?] | 21 | -10 | -0.2 | 3 | -12
CC1CCCCC1NC(=O)C1CCN(C(=O)NC2CCCCC2)CC1 (stereo not drawn)
  0.1 | 3 | -2 | 0 | 6 | -30 | -1.6 | 1 | -15
Cc1cc(C)nc(SCc2ccc(C(=O)N/N=C3\CCCC(=O)C3)cc2)n1
  -0.6 | -2 | -1 | -1 | 6 | -6 | -1.8 | 3 | 3
Cc1cc(C(=O)O)c(C)n1Cc1ccncc1
  -0.8 | 4 | 3 | 4 | -2 | -1 | -1.4 | -4 | -11
C=CCn1c(SCC(=O)Nc2ccccc2)nnc1-c1cccc(S(=O)(=O)N2CCOCC2)c1
  -1.1 | -3 | -1 | 3[fluorescence artefact?] | 2 | -12 | 0.7 | 1 | -11
O=C(NCc1ccccn1)C(=O)NCC(c1ccco1)N1CCOCC1 (stereo not drawn)
  1.5 | -1 | 1 | -1 | 6 | -9 | 2.0 | 4 | 0
CC(C)(C)c1ccc(-c2nc(C=O)c3ccccn23)cc1
  -0.4 | -3 | 0 | -2 | -11 | -12 | 1.1 | 3 | -10
CCn1cc(C(=O)NCc2cccc(F)c2)c(=O)c2cc(F)c(N3CCN(C(=O)c4ccco4)CC3)cc21
  -2.6 | 3 | 0 | -21 | -8 | -7 | 0.2 | 12 | -2
CCOC(=O)C(C)N1C(=O)S/C(=C/c2cc(C)n(-c3ccncc3)c2C)C1=O (stereo not drawn)
  -0.8 | 3 | -1 | -2 | -7 | -4 | 1.4 | 1 | 17
OCCNCC(O)Cn1c2ccccc2c2ccccc21 (stereo not drawn)
  1.1 | -4 | -2 | 6 | 9 | -10 | -1.9 | 2 | -3
